hgDAF12 agonist – hgDAF-12 agonism, primary luciferase screen | HEK293 GAL4-hgDAF12 UAS-luciferase reporter, agonist luminescence; normalized to butyrate control | activation, % at 6.8 µM | actives 1.8% (n = 370,000) | AID 687014;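 active = activation above a cutoff set at the mean of all screened compounds plus 3 SD, cut at about 10% in these data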;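 also: 0% = DMSO wells and 100% = sodium butyrate wells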
FXN GAA850 act – frataxin GAA850 promoter activation | HEK293 lucGAA850 FXN promoter luciferase reporter, 24 h; percent of 10 µM SAHA response | activation, % at 6 µM | actives 0.56% (n = 360,000);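 active = activation above the average of all compounds screened plus 3 SD, cutoff fixed separately per campaign, cut at about 7.5% in these data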;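 also: 0% = DMSO wells and 100% = 10 µM SAHA wells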
DAX1 inh-1 – blocks DAX1 repression of SF-1 activated StAR promoter; AID 652010; inhibition, % at 6.8 µM; HEK293T StAR-luciferase reporter, SF-1/DAX-1 repression relief; actives 1.1% (n = 370,000);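 active = inhibition above the mean over all tested compounds plus 3 SD, cut at about 3.6% in these data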;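 also: 0% = DAX-1 cells with DMSO and 100% = cells lacking DAX-1 with DMSO; higher inhibition means more luminescence from relief of DAX-1 repression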
HGIII-sPLA2 inh – Inhibits HGIII-sPLA2 liposome hydrolysis, primary screen | Q9NZ20 | QFRET BODIPY PC-A2 liposome hydrolysis, fluorescence | inhibition, % at 12.2 µM | actives 0.56% (n = 370,000) | AID 743126;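 active = inhibition above mean plus 3 SD of compounds lying within the high and low control bounds, cut at about 19% in these data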;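 also: 0% = median of test compound wells and 100% = no enzyme DMSO wells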
hcDAF12 agonist – H. contortus DAF-12 activation, primary screen. activation, % at 6.8 µM. actives 1.4% (n = 370,000). HEK293 hcDAF-12 lit1-tk-luc reporter, luminescence; 0% DMSO, 100% Δ7-dafachronic acid;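 active = activation above the mean of all tested compounds plus 3 SD, cut at about 5.5% in these data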;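 also: 100% = response to 3 µM Δ7-dafachronic acid high control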
PG9 Ab binder – binds the HIV-1 gp120 antibody PG9 | TR-FRET gp120-PG9 antibody binding | inhibition, % at 6.7 µM | AID 624416 | actives 0.43% (n = 360,000); in the data active = inhibition above about 8.5%
SMARCA2 act – SMARCA2 function activation, primary screen; MG213 cells, MMTV-luciferase reporter, dexamethasone, overnight; activation, % at 9.1 µM; actives 1% (n = 370,000); in the data active = activation above about 7.8%;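 also: 0% = vehicle wells and 100% = reference activator wells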
ssDAF-12 act – activators of S. stercoralis DAF-12 nuclear receptor | HEK293 ssDAF-12/GRIP1 lit1-tk-luc reporter, luminescence; % of 3 µM dafachronic acid response | activation, % at 6.8 µM | actives 1% (n = 370,000) | AID 652126;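 active = activation above the mean over all tested compounds plus 3 SD, cut at about 0.9% in these data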;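 also: 0% = DMSO-only wells and 100% = 3 µM delta7-dafachronic acid wells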
NR1D1 modulator – modulators of human Rev-erb alpha DNA binding | Rev-erbα–FITC-DNA binding, fluorescence polarization, 90 min | activity, % at 10 µM | actives 0.79% (n = 370,000);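 active = activity above about 14%, limit read from the data; passing the limit was not always enough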;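 also: 0% = DMSO wells with 35 nM protein and 100% = DMSO wells with 750 nM protein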
PLCb3 inh – inhibitors of human phospholipase C beta3; Q01970; Purified PLC-beta3, fluorogenic substrate, fluorescence; inhibition, % at 12.2 µM; actives 0.18% (n = 370,000); in the data active = inhibition above about 11%;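 also: 0% = median of compound wells on plate and 100% = full blocker control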
Target sequence (Q01970 whole entry, looked up): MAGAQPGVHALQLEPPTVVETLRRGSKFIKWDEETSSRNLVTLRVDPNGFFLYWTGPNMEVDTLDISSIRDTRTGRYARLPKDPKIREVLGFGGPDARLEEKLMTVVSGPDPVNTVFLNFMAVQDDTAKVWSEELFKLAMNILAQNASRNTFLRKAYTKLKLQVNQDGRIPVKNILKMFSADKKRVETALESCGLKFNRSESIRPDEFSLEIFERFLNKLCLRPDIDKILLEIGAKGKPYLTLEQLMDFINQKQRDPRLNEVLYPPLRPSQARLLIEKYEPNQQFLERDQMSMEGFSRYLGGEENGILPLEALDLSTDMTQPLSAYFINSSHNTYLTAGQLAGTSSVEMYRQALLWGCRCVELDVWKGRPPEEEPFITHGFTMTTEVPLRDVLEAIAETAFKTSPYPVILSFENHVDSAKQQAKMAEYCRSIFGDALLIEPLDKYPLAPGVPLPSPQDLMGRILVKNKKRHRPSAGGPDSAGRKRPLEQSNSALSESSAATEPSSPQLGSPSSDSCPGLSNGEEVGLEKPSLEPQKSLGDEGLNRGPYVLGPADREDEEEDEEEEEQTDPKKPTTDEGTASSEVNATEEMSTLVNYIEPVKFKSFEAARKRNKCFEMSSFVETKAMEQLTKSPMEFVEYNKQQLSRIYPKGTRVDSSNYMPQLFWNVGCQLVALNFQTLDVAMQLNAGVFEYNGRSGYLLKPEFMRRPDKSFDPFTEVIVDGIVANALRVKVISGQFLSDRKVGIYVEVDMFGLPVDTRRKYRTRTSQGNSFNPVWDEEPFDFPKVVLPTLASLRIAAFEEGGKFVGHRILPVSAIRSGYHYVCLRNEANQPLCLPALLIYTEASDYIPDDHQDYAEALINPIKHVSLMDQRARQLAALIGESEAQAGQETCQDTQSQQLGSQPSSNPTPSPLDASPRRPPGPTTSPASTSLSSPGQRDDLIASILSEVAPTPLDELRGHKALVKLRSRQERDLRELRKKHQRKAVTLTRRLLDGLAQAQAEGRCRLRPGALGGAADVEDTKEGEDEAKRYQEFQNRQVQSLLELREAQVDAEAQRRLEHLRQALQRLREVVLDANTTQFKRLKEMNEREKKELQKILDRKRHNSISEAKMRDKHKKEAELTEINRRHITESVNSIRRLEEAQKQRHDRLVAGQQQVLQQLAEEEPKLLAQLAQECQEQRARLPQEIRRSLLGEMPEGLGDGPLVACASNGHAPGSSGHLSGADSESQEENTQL
DAX1 inh-2 – inhibitors of human orphan nuclear receptor DAX1 (NR0B1) | HEK293 Gal4-DAX1 luciferase reporter, luminescence | inhibition, % at 6.75 µM | P51843 | actives 0.99% (n = 340,000) | AID 504766;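 active = inhibition above the mean over all tested compounds plus 3 SD, cut at about 4.2% in these data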;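 also: 0% = DAX1-transfected cells with DMSO and 100% = empty-vector control cells with DMSO; inhibition shows as a rise in luminescence from relieved DAX1 repression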
Active calls of the source: *; i = inactive; nt = not tested or not shown. The order is random. About 7% of those tested had a hit in this group.

SMILES	hgDAF12 agonist	FXN GAA850 act	DAX1 inh-1	HGIII-sPLA2 inh	hcDAF12 agonist	PG9 Ab binder	SMARCA2 act	ssDAF-12 act	NR1D1 modulator	PLCb3 inh	DAX1 inh-2
Cc1ccc(S(=O)(=O)N2CCN(Cc3ccco3)CC2)cc1C	-1.6	1.4	0.1	2	1.0	-0.6	-2	-0.5	1	-4	0.9
O=C(NCC1CCCO1)c1cccc(Oc2ccc([N+](=O)[O-])cc2Cl)c1 (stereo not drawn)	-0.8	1.9	-1.4	-3	-2.0	-3.1	-1	-2.5	8	4	-2.7
CC(Nc1nc(N2CCOCC2)nc2ccccc12)c1ccccc1 (stereo not drawn)	-0.6	-2.4	-1.0	-1	-1.6	0.7	3	-1.4	-3	-49	0.3
COC(=O)C1=C(C)N(Cc2cccc(C(F)(F)F)c2)C(=NCc2ccc(C(F)(F)F)cc2)NC1c1ccccc1 (stereo not drawn)	0.0	nt	1.6	6	0.9	-0.9	-3	-0.7	-2	1	nt
c1csc(CSc2nc3ccccc3s2)c1	9.9	7.7*	0.9	1	2.2	0.4	4	-0.3	-2	-2	0.1
O=C1/C(=C/c2cccc(O)c2)SC(=S)N1CC1CCCO1 (stereo not drawn)	8.6	0.8	-1.2	-21	0.6	-1.4	-1	-0.8	4	3	1.4
O=C(Nc1ccc(Br)cc1)N1CCCCCCC1	3.1	3.7	1.3	2	1.1	-0.4	0	-0.9	-1	1	1.5
CC(Oc1ccccc1)C(=O)N1CCN(c2ccc(N3CCCCCC3)nn2)CC1 (stereo not drawn)	-0.4	2.6	-0.9	7	0.3	-1.1	-2	-1.2	3	-147	0.0
Cc1ccc(-c2nn(C)c(=O)c3ccccc23)cc1S(=O)(=O)N1CCOCC1	0.6	1.6	-0.4	2	-0.4	2.8	-4	-1.2	-1	1	1.2
NNc1cc(C(=O)O)ccc1Cl	0.5	0.2	1.4	1	-1.7	-1.3	4	-1.1	0	-4	-0.2
COCCNC(=O)c1c[nH]n2c(=O)cc(C3CCN(C(=O)OC(C)(C)C)CC3)nc12	-0.7	-0.8	-0.5	-10	-0.5	-0.6	-3	-1.3	2	0	0.7
CN(c1ccccc1)S(=O)(=O)c1cccc(NC(=O)CSc2n[nH]c(N)n2)c1	2.6	1.3	-0.8	-6	-2.6	1.4	-1	-1.6	-3	-2	-1.6
Cc1cc(C(F)F)nn1CC(=O)NC1CCCC1	-0.9	0.8	-0.2	3	0.1	0.8	-1	-0.9	7	-3	2.0
CN(CC(=O)Nc1cccc(F)c1)C(=O)CCCc1nc2ccccc2c(=O)[nH]1	3.3	-0.6	1.3	12	-0.9	1.8	-1	-0.5	3	2	1.4
Clc1ccccc1NN=Cc1ccccn1	19*	2.4	8.0*	1	13*	-1.6	6	1.0*	-3	1	2.1
Cc1ccc(-n2cccn2)c(CN2CCCC(CNC(=O)c3ccc(F)cc3)C2)c1 (stereo not drawn)	-0.4	3.2	0.2	8	-0.3	1.9	-3	-2.0	1	-5	0.7
N#CCC(=O)Nc1ccc(C(=O)Nc2cccc(S(=O)(=O)N3CCCC3)c2)cc1	0.5	-0.6	-0.6	-61	0.0	-1.1	-1	-1.8	5	-13	0.1
Clc1ccc(SCCCN2CCCCC2)cc1	-2.5	-0.7	0.4	4	0.2	-1.5	-1	-1.4	0	-8	0.9
COc1cc(Cl)ccc1OCc1cc(C(=O)N2C[C@@H]3CCC[C@H]2C3)no1	8.8	5.0	5.2*	-4	4.3	-1.9	3	-0.2	-6	-2	1.2
COc1cccc(C=O)c1OCCN1C(=O)c2ccccc2C1=O	-1.5	0.2	-0.2	9	-2.7	-3.2	-1	-1.1	2	-9	-0.6
Cc1ccc(S(=O)(=O)NNC(=O)CCC(=O)Nc2ccc(C)c(C)c2)cc1	1.2	-0.1	-0.4	-3	-1.4	0.1	0	-1.1	9	3	1.0
O=C(O)c1ccccc1-c1ncc(-c2ccccc2)o1	1.2	2.1	0.8	15	0.7	-0.7	-3	-1.9	-1	-36	1.0
COc1ccc(/C=C/C(=O)NNC(=O)c2ccncc2)c(OC)c1	0.3	2.0	0.2	4	0.0	-2.1	2	-1.3	4	-2	1.1
COc1ccc(C)cc1S(=O)(=O)N(CC(=O)Nc1cccc([N+](=O)[O-])c1)c1ccccc1	0.6	-1.0	-0.4	7	-1.2	-1.1	-4	-1.5	2	1	0.2
CC1CCc2c(C(=O)NCc3ccccn3)csc2C1 (stereo not drawn)	17*	7.0	2.1	5	3.7	0.1	3	-1.4	-3	1	0.8

The list continues:
SMILES	hgDAF12 agonist	FXN GAA850 act	DAX1 inh-1	HGIII-sPLA2 inh	hcDAF12 agonist	PG9 Ab binder	SMARCA2 act	ssDAF-12 act	NR1D1 modulator	PLCb3 inh	DAX1 inh-2
Cc1cc(N2C(=O)C(=O)/C(=C(/O)c3ccccc3)C2c2cccc(Br)c2)no1 (stereo not drawn)	-3.8	1.4	0.4	5	-2.0	2.2	-1	-0.2	2	-17	0.2
CCn1c(SCC(=O)Nc2ccccc2F)nc2c(c1=O)SC(C)C2 (stereo not drawn)	-2.6	1.3	-0.3	0	-3.2	-2.7	-1	-1.6	2	8	0.5
CCC1CN(C(=O)NCc2cccc(OC)c2)c2cc(Cl)ccc2O1 (stereo not drawn)	-0.4	-0.7	-0.2	-3	-1.6	0.2	3	-0.9	2	1	-1.3
CCC(=O)Nc1ccc(NC(=O)CCc2ccccc2)cn1	-1.1	-0.6	0.0	9	-0.5	1.7	-2	-1.0	-2	-9	-0.1
COc1ccc(NC(=O)N(C)C[C@H]2Oc3cc(Br)ccc3S(=O)(=O)N([C@H](C)CO)C[C@@H]2C)cc1	-1.2	-2.6	-1.0	1	0.3	-1.6	-4	-0.4	1	-2	0.5
Cc1ccccc1Cc1c(C)nc2nc(SCC(=O)NCCCN3CCCC3)nn2c1C	0.7	-2.4	0.2	0	0.5	-1.5	-1	-0.6	1	-6	-0.8
CC(C)(C)c1ccc(C(=O)Nc2ccc(O)c3c(=O)cc(-c4ccccc4Cl)oc23)cc1	-0.6	-0.7	-0.8	4	0.0	1.3	1	0.0	-4	0	-0.4
CCOc1ccc2nc(C)cc(Nc3cccc([N+](=O)[O-])c3)c2c1	-6.8	7.7*	-1.6	-13	-4.3	-5.9	14*	-1.5	-2	8	-1.3
O=C(Nc1cc(Cl)ccn1)C1CCN(S(=O)(=O)c2cccs2)CC1	-3.5	-0.6	-2.6	-5	-4.6	-0.9	-4	-2.0	3	2	-3.5
CCOC(=O)CCCNc1ccc([N+](=O)[O-])cc1[N+](=O)[O-]	1.1	-1.0	-0.2	10	0.5	-1.5	-1	-1.3	7	2	1.3
CCC1Oc2ccccc2N(CC(=O)NCCc2ccc(OC)c(OC)c2)C1=O (stereo not drawn)	-3.6	1.5	-0.1	3	-0.5	1.1	-2	-0.6	3	0	-0.1
CCn1cc(-c2ccnc3cc(C(=O)O)nn23)c(C)n1	-1.7	2.1	1.2	5	0.4	1.4	-2	-0.8	-1	i	-0.3
Cc1ccccc1C(=O)N1CCN(c2ccc([N+](=O)[O-])c(NCc3ccco3)c2)CC1	-1.6	1.8	-0.1	-2	-1.9	0.3	-1	-1.3	9	3	0.4
COc1ccc(CN2C[C@@]3(O)CC[C@@H](O)[C@@H](OC)[C@@H]3[C@@](C)(O)[C@@H]2CC=C(C)C)cc1	3.6	nt	1.0	8	-0.9	1.2	-2	-0.5	-6	5	nt
COc1cc(CN2CCNC(=O)C2CC(=O)N2CCCCO2)cc(OC)c1 (stereo not drawn)	-3.4	2.1	-0.3	6	-0.9	-2.1	-1	-1.6	4	-1	1.4
O=C(Nc1cccc(Cl)c1)N1CCN(Cc2ccccc2)CC1	10	5.5	2.6	-2	2.5	1.1	2	0.1	5	-1	1.7
CCCNC(=O)c1ccc2c(c1)S(=O)(=O)c1ccccc1C2=O	-1.1	2.7	0.1	-1	-1.4	-0.2	3	-0.9	-4	-6	-0.3
O=C(NCC1CCCO1)C1CCN(S(=O)(=O)c2cc(Cl)ccc2Cl)CC1 (stereo not drawn)	-2.3	-0.8	0.3	7	-1.2	-1.4	-5	-1.1	2	4	-1.0
CC1C(=O)N(Cc2cn(Cc3ccco3)nn2)CCS(=O)(=O)N1Cc1ccc(-c2ccc(Cl)c(Cl)c2)cc1 (stereo not drawn)	-3.1	-0.3	-0.5	-22	-2.5	-2.0	-4	-1.6	-5	-2	-0.1
CC(C)n1c(-c2ccco2)csc1=Nc1cccnc1	-4.2	1.4	-2.5	2	-3.0	-0.9	-6	-2.0	-2	-4	-1.7
N#C/C(=C(\O)Cc1ccccc1)c1nc2ccccc2[nH]1	0.5	-0.9	-0.6	2	-0.7	4.2	1	-0.9	-1	-2	1.5
Cc1ccc(S(=O)(=O)NCc2ccncc2)cc1	-6.0	-4.4	-1.9	2	-1.3	0.7	-2	-1.9	-2	4	-3.9
O=C(NCc1ccncc1)c1csc([C@@H]2O[C@H](CO)[C@@H](O)[C@H]2O)n1	1.9	0.4	-0.1	0	-0.9	-1.7	-2	-1.0	-2	3	nt
COc1cc(OC)cc(C(=O)NCc2cccnc2)c1	-0.4	0.0	-0.2	4	-0.6	-0.4	3	-0.5	-7	3	-0.2
CC(C)CCN1CCN(Cc2ccc(C#CC(C)(C)O)s2)CC1CCO (stereo not drawn)	-2.7	0.6	0.4	-8	-0.8	-1.2	-3	-1.6	-2	-4	-0.2

Following part.
SMILES	hgDAF12 agonist	FXN GAA850 act	DAX1 inh-1	HGIII-sPLA2 inh	hcDAF12 agonist	PG9 Ab binder	SMARCA2 act	ssDAF-12 act	NR1D1 modulator	PLCb3 inh	DAX1 inh-2
Cc1onc(-c2ccccc2Cl)c1C(=O)N1CCC(Cc2ccccc2)CC1	-0.1	1.1	-4.8	-10	-1.2	0.3	-1	-1.3	2	-9	-0.5
Cc1nccn1CC(O)COC1CCCCC1 (stereo not drawn)	-0.9	-1.4	-0.3	2	2.3	-1.1	5	-1.3	-1	3	0.4
CC(=O)c1cc2c(cc1NS(=O)(=O)c1ccc3c(c1)OCCO3)OCO2	-0.8	0.9	-0.7	-6	0.5	-1.6	3	-1.8	8	-13	1.1
CNC(=O)C1Cc2c(-c3ccc4c(c3)OCO4)ccnc2O1 (stereo not drawn)	1.1	1.8	-0.3	-7	-0.3	-0.8	1	-0.7	-2	-13	nt
Cc1c(C=O)n(C)n(-c2ccccc2)c1=O	-3.0	-0.9	0.3	14	3.7	0.0	1	0.2	-6	-9	2.0
COc1cc(C(=O)NCCC(=O)NC2CCC(C)CC2)cc(OC)c1OC (stereo not drawn)	0.2	-2.8	0.2	6	-0.8	-0.2	-2	-0.2	3	-6	0.1
O=C(Nc1scc(-c2ccccc2)c1C(=O)O)c1ccccc1Cl	1.4	0.9	0.4	-6	0.9	0.1	0	-1.0	-4	-24	1.8
Cc1ccc(C(=O)Nc2c(C)n(C)n(-c3ccccc3)c2=O)cc1S(=O)(=O)N1CCCCC1	2.1	1.3	-0.2	4	1.8	0.1	-1	-1.1	-2	0	-0.5

Source: PubChem
